Assay outcomes as filed in PubChem BioAssay.
TAG inh: inhibitors of triacylglycerol accumulation, primary screen, cell-based, uHTS, fluorescence, H9c2; AID 651582, 2012; H9c2 cells, Nile Red lipid (TAG) fluorescence; cells loaded with 200 µM oleic acid; inhibition, % at 12.5 µM; hit rate 0.66% among 230,000;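 active means pattern-corrected inhibition of lipid staining of at least 50% with the nuclear-stain viability signal not falling by more than 50%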;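 further: 0% = DMSO wells and 100% = triacsin C control wells; some results filed as inactive read as strong as hits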
TAG inh DAPI viability: also measured in TAG inh; calls as there; DAPI nuclei signal change (viability), lower = more cytotoxic, %;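 whole-well DAPI fluorescence read on a plate reader as a viability signal; minus 50 percent equals half of cells still viable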
* = called active by the depositor. Only part of the results is shown; rates above refer to the full screens.

canonical_smiles	TAG inh	TAG inh DAPI viability
C/C(=N\Nc1nc(C)cc(-c2ccccc2)n1)c1cccc(N)c1	45	-16
Cc1ccc(NC(=S)N2CCOCC2)c(C)c1	-14	15
O=C(c1ccccc1Cl)N(Cc1ccc(Cl)c(Cl)c1)N1C(=O)CCCC1=O	5	8
CCCCN(C(=O)c1c(C)noc1C)c1c(N)n(CCC)c(=O)[nH]c1=O	2	2
CCCCS(=O)CC(COC)OC(=O)c1ccccc1 (stereo not given)	-3	-8
CC1(C)CCC(=NNC(N)=S)CC1	-16	1
CC(=O)Nc1ccc(NC(=O)CSc2ncnc3c2cnn3Cc2ccccc2)cc1	-2	5
CCc1ccccc1NC(=S)NCCSc1ccc(Cl)cc1	-7	6
CC(=O)N/C(=C\c1ccccc1)C(=O)OC(C)C(=O)N(C)c1ccccc1 (stereo not given)	9	6
COc1cc2nc(Cl)nc(N3CCCCC3)c2cc1OC	-2	6
Cc1ccccc1OCC(=O)N/N=C1\CC(=O)CC(C)(C)C1	0	7
Cc1ccc(S(=O)(=O)Nc2ccncc2)c(C)c1N(C)S(=O)(=O)c1ccc(F)cc1	-10	6

Among those listed so far, these contain two or more sulfur atoms:
canonical_smiles	TAG inh	TAG inh DAPI viability
CCc1ccccc1NC(=S)NCCSc1ccc(Cl)cc1	-7	6
Cc1ccc(S(=O)(=O)Nc2ccncc2)c(C)c1N(C)S(=O)(=O)c1ccc(F)cc1	-10	6

The list continues.
canonical_smiles	TAG inh	TAG inh DAPI viability
COc1ccc(C(=O)NCC(=O)OCC(=O)NCc2ccc3c(c2)OCO3)cc1	-9	11
CCO[C@H]1OC(C(=O)N2CCN(C)CC2)=C[C@@H](c2ccc3c(c2)OCO3)[C@@H]1CCCO	-18	-1
O=C(NNC1=NCCN1Cc1ccccc1)c1cccc(C(F)(F)F)c1	-13	-3
CCc1cc(=O)oc2c(C)c(O)c(CN(C)C)cc12	5	65
CSCCC(NS(=O)(=O)c1ccccc1F)C(=O)N1CC=C(c2ccccc2)CC1 (stereo not given)	-24	-2
CN(C)CCCN1c2ccc([N+](=O)[O-])cc2CCc2cc([N+](=O)[O-])ccc21	0	-3
CN(c1ccccc1)S(=O)(=O)c1ccc(Cl)c(C(=O)NCC(c2ccco2)N2CCCC2)c1 (stereo not given)	-26	0
Cc1ccc2ccc(C#N)cc2c1O	11	2
Cc1c(NC(=S)NC(=O)c2ccc(Br)o2)c(=O)n(-c2ccccc2)n1C	4	-7
Cc1ccc(NS(=O)(=O)c2cccc(C(=O)NNC(=O)c3ccco3)c2)c(C)c1	-9	5
O=C(NCc1ccc(F)cc1)C(=O)NCC1OCCCN1S(=O)(=O)c1cccs1 (stereo not given)	5	-3
CNC[C@H]1Oc2ccc(NC(=O)Cc3cn(C)c4ccccc34)cc2CC(=O)N([C@@H](C)CO)C[C@H]1C	6	4

The results go on:
canonical_smiles	TAG inh	TAG inh DAPI viability
Cc1onc(-c2c(F)cccc2Cl)c1C(=O)Nc1cccc(S(=O)(=O)NCc2ccco2)c1	4	-2
O=C(Nc1ccccc1N1CCOCC1)c1ccc(Cl)c(S(=O)(=O)N2CCCC2)c1	-8	-1
O=C(NCCc1c[nH]c2ccccc12)C(=O)NCC1CCCO1 (stereo not given)	-14	-3
CC(=O)NCCc1c[nH]c2ccc(OCC(O)CNC(C)(C)C)cc12 (stereo not given)	0	-6
CCc1nnc(NC(=O)CSc2nc(SC)ns2)s1	4	-4
COc1ccc(-c2csc(NCCn3c(C)nc4cc(C(F)(F)F)ccc43)n2)cc1	-2	4
Cc1ccccc1C(=O)N1CCC(C(=O)Nc2ccc(S(=O)(=O)N3C(C)CCCC3C)cc2)CC1 (stereo not given)	-5	-13
COc1ccc(N2CCN(C(=S)Nc3ccc(S(N)(=O)=O)cc3)CC2)cc1	-2	6
C#Cc1ccc([C@@H]2C=C(C(=O)N3CCN(Cc4ccccc4)CC3)O[C@H](OCC)[C@H]2CCCO)cc1	-15	1
CCN(CC)C(=O)[C@H]1C[C@H](CC(=O)NCc2ccc(OC)c(OC)c2)C(=O)N2CCc3c([nH]c4cc(-c5ccco5)ccc34)[C@]12C	-2	13
O=C(Oc1cccnc1)c1ccc(Cl)c(Cl)c1	-9	11
CCN(CC(=O)Nc1ccc(NC(C)=O)cc1)C(=O)CCCN1C(=O)c2ccccc2C1=O	5	-3

(further entries)
canonical_smiles	TAG inh	TAG inh DAPI viability
CC1CCCCN1S(=O)(=O)CCNC(=O)c1ccccc1 (stereo not given)	-16	2
COc1cc2c(cc1OC)CN(CC(=O)NC(=O)NCc1ccco1)CC2	12	-8
COc1c(C)cc(S(=O)(=O)N2CCOCC2)c(C)c1C	-9	4
COc1ccccc1OCCC(=O)NCc1ccc2c(c1)OCO2	3	0
Cc1cc(C(=O)CN2CC(C)OC(C)C2)c(C)n1-c1ccccc1 (stereo not given)	-14	-1
CC(C)(C)n1c(=O)[nH]c2c(c1=O)CCC2	-17	8
O=C(NC(=S)Nc1ccc([N+](=O)[O-])cc1)c1ccco1	0	1
O=C(c1c(F)cccc1F)N(C1CCCCC1)C1CCCCC1	-12	1
c1ccc(OCc2nc(-c3ccccc3)no2)cc1	-14	0
COc1cccc(C(=O)NCCS(=O)(=O)N2CCCC2)c1	-15	7
Cc1ccccc1-n1ccnc1SCC(=O)NCc1ccco1	14	-9
COc1ccccc1CN(C)CC(=O)NC(=O)NC1CCCCC1	-10	3

Some of the entries above, set out differently.
Every second line gives: TAG inh | TAG inh DAPI viability
> Cc1ccc2ccc(C#N)cc2c1O
 : 11 | 2
> Cc1ccccc1C(=O)N1CCC(C(=O)Nc2ccc(S(=O)(=O)N3C(C)CCCC3C)cc2)CC1 (stereo not given)
 : -5 | -13

More results:
canonical_smiles	TAG inh	TAG inh DAPI viability
O=C(c1n[nH]c2ccccc12)N1CCCCC1	-6	3
O=C(N/N=C/c1cccnc1)C1CCCCC1	4	4
O=C(COC(=O)c1ccc(Br)o1)NCc1ccc(F)cc1	4	-3
CCOc1ccc(CCNC(=O)COC(=O)c2sccc2C)cc1OCC	32	6
O=Cc1c(NCc2ccc(Cl)cc2)c2ccccc2[nH]c1=O	-3	3
COc1ccc(C2=NOC(C(=O)Nc3c(C)n(C)n(-c4ccccc4)c3=O)C2)cc1 (stereo not given)	8	1
NS(=O)(=O)c1ccc(-c2ccc(/C=N/Nc3ccc(C(=O)O)cc3)o2)cc1	-1	-2
COc1nc(-c2ccccc2)cc(-c2ccccc2)n1	-17	7
CCN=C(NCC)SC1CC(=O)N(c2ccc(OCC)cc2)C1=O (stereo not given)	-12	-4
CCOc1ccc(CCNC(=O)COC(=O)c2c(C)nn(-c3ccccc3)c2C)cc1OCC	42	2
CCCC(=O)N=C1SC2CS(=O)(=O)CC2N1c1ccc(C(C)=O)cc1 (stereo not given)	3	1
COc1ccc(CCNC(=O)CCC(=O)N2CCN(S(=O)(=O)c3ccc(Cl)cc3)CC2)cc1OC	18	-6

Reprinted at random: three records from the list.
canonical_smiles	TAG inh	TAG inh DAPI viability
CCCC(=O)N=C1SC2CS(=O)(=O)CC2N1c1ccc(C(C)=O)cc1 (stereo not given)	3	1
CCN=C(NCC)SC1CC(=O)N(c2ccc(OCC)cc2)C1=O (stereo not given)	-12	-4
O=Cc1c(NCc2ccc(Cl)cc2)c2ccccc2[nH]c1=O	-3	3

By substructure, the entries above containing bromine (2)
canonical_smiles	TAG inh	TAG inh DAPI viability
Cc1c(NC(=S)NC(=O)c2ccc(Br)o2)c(=O)n(-c2ccccc2)n1C	4	-7
O=C(COC(=O)c1ccc(Br)o1)NCc1ccc(F)cc1	4	-3

Next part:
canonical_smiles	TAG inh	TAG inh DAPI viability
C[C@@H]1CN([C@@H](C)CO)C(=O)c2cc(Br)cnc2O[C@@H]1CN(C)C(=O)C1CCCCC1	-3	-5
O=C(NC1CCCC1)c1cc(COc2ccc3ncccc3c2)on1	-4	-11
Cc1ccc(NC(=O)CN2C(=O)N/C(=C\c3ccco3)C2=O)cc1	4	5
CC/C(O)=N\S(=O)(=O)c1ccc(N=NN(C)C)cc1	-25	13
Cc1cc2n(n1)C(c1ccc(O)cc1)Nc1ccccc1-2 (stereo not given)	11	-22
O=[N+]([O-])c1ccc(NN=Cc2ccccc2O)nc1	3	-23
CCOc1ccccc1N1CCN(C(=O)c2c(CC)noc2C)CC1	-9	5
Cc1ccccc1Cn1c(=O)n(Cc2ccco2)c(=O)c2ccccc21	-21	10
O=S(=O)(Nc1cccc(S(=O)(=O)N2CCCC2)c1)c1ccc(Cl)cc1	-10	-4
O=C(CCN1C(=O)c2ccccc2C1=O)NCCCn1ccnc1	1	1
CCOC(=O)C1=C(O)/C(=C/c2ccc(OCC(=O)O)c(OCC)c2)SC1=Nc1ccccc1	-10	8
Cc1nc2sc(C(=O)OCC(=O)N3c4ccccc4CC3C)c(C)c2c(=O)[nH]1 (stereo not given)	7	0

Remaining list, next part
canonical_smiles	TAG inh	TAG inh DAPI viability
O=C(Cc1cccc(NC(=O)C2CCN(C(=O)C3CC3)CC2)c1)Nc1cccc(C(=O)N2CCCCC2)c1	26	1
COc1ccc(CN(C)C[C@H]2OCCCC[C@@H](C)Oc3ccc(NC(=O)c4ccccc4)cc3C(=O)N([C@H](C)CO)C[C@@H]2C)cc1	-7	4
COc1ccccc1CNC(=O)COC(=O)c1ccc(-n2cnnn2)cc1	12	-1
O=C(OCC#CCSc1nnc(-c2ccc([N+](=O)[O-])cc2)o1)c1cccs1	24	-17
NC(=O)COC(=O)c1cccc(S(=O)(=O)N2CCN(c3ccccc3)CC2)c1	-1	12
COCCN1Cc2cccc(C(=O)N3CCN(c4ccccc4)CC3)c2C1=O	4	5
COc1ccccc1OCCN(C#N)c1nc(N(C)C)nc(N(C)C)n1	20	3
CCCS(=O)(=O)NC(=O)C1(C)CCN(C(=O)c2ccccc2F)C1 (stereo not given)	5	-8
NC(=O)CC(NC(=O)Cc1ccc(Cl)cc1)c1ccc(NC2CCCCCC2)c([N+](=O)[O-])c1 (stereo not given)	3	-5
CCOC(=O)C1CCCN(C(=O)c2cccs2)CC1 (stereo not given)	-7	-2
COc1ccc(NC(=O)C2=C(C)C(=O)OC23CCC(C)CC3)c(OC)c1 (stereo not given)	-1	2
CCOC(=O)c1cnc2c(-c3ccc(Cl)cc3)cnn2c1C	8	-2

(continued)
canonical_smiles	TAG inh	TAG inh DAPI viability
Cc1ccc(Nc2nc(-c3c(C)n(C)n(-c4ccccc4)c3=O)c(C)s2)cc1	12	-3
CN(CCOc1ccc(Cl)cc1)C(=O)c1ccccc1SCC(=O)N1CCCC1	7	-1
COc1ccc(NC(=O)Cn2c(CCC(=O)O)ccc2-c2ccc(C)cc2)cc1	-2	-5
CC(NC(=O)C1c2ccccc2Oc2ccccc21)C1CCCO1 (stereo not given)	-5	8
CCOc1ccccc1NC(=O)C(Sc1nnnn1C)c1ccccc1 (stereo not given)	-1	-5
CN1CCN(C(=O)c2cc(Oc3c(F)c(F)c(F)c(F)c3F)cc(C(=O)N3CCN(C)CC3)c2)CC1	10	7
CCOC(=O)C1=C(COc2ccccc2)NC(=O)NC1c1cccc([N+](=O)[O-])c1 (stereo not given)	-34	3
CCOC(=O)Oc1ccc2oc(C)c(C(=O)OCCOC)c2c1	12	-5
O=C(Nc1ccc(Br)cc1)c1ccccc1Br	8	1
O=C(COC(=O)c1ccc([N+](=O)[O-])o1)NC1CCCC1	9	-2
COc1ccc(NC2CCCN(C(=O)CCc3scnc3C)C2)cc1 (stereo not given)	-4	4
COc1cc(NC(=S)Nc2ccc3c(c2)OCCO3)cc(OC)c1OC	6	-4

The list goes on:
canonical_smiles	TAG inh	TAG inh DAPI viability
O=C(COC(=O)Cn1[nH]c(=O)c2ccccc2c1=O)Nc1ccc2c(c1)OCO2	-24	-3
Fc1ccc2nncc(SCc3ccccc3Cl)c2c1	-14	12
CC(C)(CNC(=O)c1cccc(NS(=O)(=O)c2ccc(Br)cc2)c1)N1CCOCC1	-5	1
Cc1csc(NC(=O)C2CC(=O)N(Cc3ccco3)C2)n1 (stereo not given)	15	3
CN1CCCC1=Nc1ccccc1	12	-2
COc1ccc(C)c2sc(N(CCN(C)C)C(=O)c3cccc(N4C(=O)CCC4=O)c3)nc12	-1	8
O=C(NCCS(=O)(=O)NCC1CCCO1)c1ccccc1 (stereo not given)	7	-9
COc1ccc(/C=N/N2CCN(Cc3ccccc3)CC2)cc1	2	-7
Oc1c(C(c2ccc(Cl)cc2)N2CCCC2)cc(Cl)c2cccnc12 (stereo not given)	1	-16
CC(=O)OC(C(=O)NC1CCCCC1)c1ccccc1F (stereo not given)	15	10
C[C@H](CO)N1C[C@H](C)[C@@H](CN(C)S(=O)(=O)c2ccccc2F)Oc2ncc(C#Cc3cccnc3)cc2C1=O	-2	-8
CCOC(=O)c1cnn(-c2ccccc2)c1-n1cccc1C(=O)C(=O)N(CC)CC	-6	7

Later entries.
canonical_smiles	TAG inh	TAG inh DAPI viability
FC(F)(F)c1cnc(N2CCCN(C(=S)Nc3ccccc3)CC2)c(Cl)c1	-8	2
CC(=O)Nc1ccc(N/C(N)=N/c2nc(C)cc(C)n2)cc1	-10	-5
COc1cccc(C2=NOC(C(=O)Nc3ccccc3SC)C2)c1 (stereo not given)	-8	6
CC(=O)NNC(=S)NC(=O)c1ccc(C)cc1	-6	2
O=C(c1ccc([N+](=O)[O-])cc1)N(Cc1ccccc1)c1ccccn1	4	3
O=C(c1ccccc1Cl)N1CCN(C(=O)C2CCCO2)CC1 (stereo not given)	-11	7
CC(C)n1cc(CN2CCC(Oc3ccc(C(=O)N4CCCCC4)cc3)CC2)cn1	-10	-8
O=C(CNc1cccc(S(=O)(=O)N2CCCCC2)c1)Nc1ccc(C(F)(F)F)cc1	-17	-3
Cc1ccccc1-c1csc(N)n1	9	3
CCN(CC(=O)Nc1cc(Cl)ccc1C)C(=O)CSCc1ccccc1	-24	9
COC(=O)c1ccc(C(=O)OC)c(NC(=O)C(C)C)c1	0	1
